Insulin prom inh: inhibitors of insulin promoter-driven GFP, primary screen, imaging, TRM-6 cells (human fetal islet line), eGFP reporter, cell count. reporter expression induced with tamoxifen. inhibition, % at 2 µM. 0.9% of 130,000 active. AID 1273, 2008;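 active = inhibition above the mean plus 3 SD, with well images judged a real hit on visual review, cut at about 60% in these data, passing the limit was not always enough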
sdo1 growth: growth rescue of sdo1-depleted yeast, primary screen, S. cerevisiae, bone marrow failure model; S. cerevisiae sdo1-depleted JHY4D growth rescue, OD600 30 h; hits give high values; pdr5 snq2 efflux-pump mutant strain; z-score at 10 µM; 0.21% of 140,000 active; AID 817, 2007;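 active = z-score above 3 at both the 24 hr and the 30 hr optical density reads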;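 note: z-score against mean and SD of all compound wells on the same plate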
sdo1 growth Rescue 24 h: recorded beside sdo1 growth, whose call it bears; z-score; S. cerevisiae sdo1-depleted JHY4D growth rescue, OD600; measured here: growth rescue at 24 h;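 0 is the plate mean of compound wells and units are plate SD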
Active calls of the source: *; / = not tested or not shown. Compounds were not picked by outcome, and some 0.94% of all compounds hit somewhere here.

Screens in order: sdo1 growth Rescue 24 h, sdo1 growth, Insulin prom inh
CCOC(=O)c1cc2c(ccn2C)n1CC(=O)N1CCN(c2ccccc2)CC1
    -0.76, -0.53, /
CCCCOc1ccc(Cc2n[nH]c(=S)n2N)cc1
    -0.79, -0.66, -28
N#CCOC(=O)c1c2c(nc3ccccc13)CCC2
    /, /, -58
COc1ccccc1-n1cnc2cc(C(=O)NCC3CCCO3)ccc21 (stereo not given)
    0.12, 0.97, -14
C=CCOc1ccc(CNc2ccc(NC(=O)CCC)cc2)cc1OCC
    0.18, 0.37, /
CCCC1(c2ccccc2)NC(=O)N(CC(=O)c2[nH]c(C)c(C(=O)OCC)c2C)C1=O (stereo not given)
    -0.16, 0.23, 3
CC(C)C(=O)Nc1nnc(CCN2CCCCC2)s1
    0.24, 0.33, -25
O=C(/C=C/c1c[nH]c2ccccc12)c1ccccc1
    -0.81, -1.4, -31
CCCC1=C(C(=O)OCC)C(c2ccc(OC)c(C)c2OC)C(C#N)=C(N)O1 (stereo not given)
    -0.11, -0.35, 33
N#CCc1nc(-c2cc3ccccc3oc2=O)cs1
    /, /, -44
c1cncc(-c2nnc(SCc3nc4ccccc4[nH]3)o2)c1
    -0.68, -0.05, 32
O=c1[nH]c2ccc(Br)cc2c(-c2ccccc2)c1N1CCOCC1
    -0.07, -1.2, /
O=C(O)c1c[nH]c2ccc(S(=O)(=O)N3CCN(c4ccc(F)cc4)CC3)cc2c1=O
    -0.45, 0.18, /
O=C(Cn1c(=S)[nH]c2ccccc21)c1ccccc1
    -0.02, 0.17, -3
CCCCOc1ccc(-c2nc(-c3cccnc3)no2)cc1
    1.9, 1.1, 19
Cc1ccc(S(=O)(=O)NC(=O)NCc2ccccn2)cc1
    -0.07, 0.17, 6
Cc1cc(=O)[nH]c(SCC(=O)Nc2cccc(C(F)(F)F)c2)n1
    -0.82, -0.16, -493
O=C(CSc1ccccn1)Nc1ccc(N2CCOCC2)cc1
    /, /, 21
Cc1cccnc1N(C(=O)Nc1cccc(Cl)c1)C1=NCC(C)(C)S1
    -1.1, -0.99, 7
Cc1c(Cl)c(C(F)(F)F)nn1CC(=O)NCc1ccccc1
    0.47, 0.27, -49
CCOc1cc2c(cc1C(C)(C)C)NC(=O)CS2
    0.21, -0.41, -188
CC(C)CCNC(=O)CCCn1c(=O)[nH]c2ccc(Br)cc2c1=O
    0.47, 0.57, /
Cc1ccc(C)c(NC(=S)NC2CC3CCCC(C2)N3CC(C)C)c1 (stereo not given)
    -0.42, 0.11, -10
Cc1ccccc1NC(=O)N1CCC(C(=O)c2ccc(F)cc2)CC1
    /, /, 7
Cc1ccc(S(=O)(=O)N2CCN(Cc3nc4sc(C)c(C)c4c(=O)[nH]3)CC2)cc1
    -0.67, -0.05, 3
O=C(CSc1nnc2c(n1)[nH]c1ccccc12)OCc1ccccc1
    -0.84, -0.71, 2
CCCCNC(=S)NNC(=O)c1ccc(Br)o1
    -0.34, 0.26, 7
CCOC(=O)c1ccccc1NC(=O)C1COc2ccccc2O1 (stereo not given)
    -0.59, -1.1, /
COc1ccc(OCC(=O)O/N=C(\N)Cc2cccs2)cc1
    -1.9, -1.4, -6
COc1ccc(NC(=O)Cc2ccc(Cl)cc2)cc1NC(=O)c1ccco1
    -0.32, -0.71, 3

Carrying on.
Screens in order: sdo1 growth Rescue 24 h, sdo1 growth, Insulin prom inh
O=C(Nc1ccc(F)cc1)C(c1ccccc1)N1CCN(S(=O)(=O)c2c(F)cccc2F)CC1 (stereo not given)
    -0.21, -0.16, 13
CCCNC(=O)NS(=O)(=O)c1cnccc1Sc1ccc(Cl)cc1
    0.02, 0.68, 39
Cc1ccc(-n2c(SCC(N)=O)nc3c(c2=O)C2(CCCC2)Cc2ccccc2-3)cc1
    -0.42, -1.4, -13
Fc1ccc(-c2cnc(-c3cccs3)o2)cc1
    -1.5, -0.88, 8
Cc1cccc(N=C/C(C(=O)C(F)(F)F)=C(\O)c2ccco2)c1
    -0.01, 0.32, /
COc1ccc(C2NC(=S)NC(C)=C2C(=O)N2CCOCC2)cc1 (stereo not given)
    /, /, 6
C/C(Cl)=C\CNC(C)c1ccccc1 (stereo not given)
    0.07, 0.6, -7
Oc1ccc(CN2CCCCC2)c2cccnc12
    1.7, 1.4, -389
CCNC(=O)NC(C(=O)OC)C12CC3CC(CC(C3)C1)C2 (stereo not given)
    1.4, 1.4, 38
S=c1oc(-c2ccncc2)nn1CCc1ccncc1
    -0.76, 0.31, -18
CN(c1ccc(F)cc1)S(=O)(=O)c1ccc(Cl)c(C(=O)OCC(=O)NCc2ccco2)c1
    /, /, -64
O=C(NN1C(=O)/C(=C/c2cccnc2)SC1=S)C(c1ccccc1)c1ccccc1
    -0.28, -0.98, /
CC(=O)Oc1ccccc1N1C(=O)c2ccc(C(=O)O)cc2C1=O
    2.3, 1.5, /
Cc1ccccc1CN1C(=O)C(O)(CC(=O)c2ccncc2)c2ccccc21 (stereo not given)
    -1.5, -0.35, /
O=C(CSc1nnnn1-c1ccccc1)N1CCN(C(=O)c2ccco2)CC1
    0.4, 0.22, /
COc1cccc(NC(=O)NCCCN2CCN(c3ccc(F)cc3)CC2)c1
    0.44, 0.97, 0
Cc1ccc(/C=C/c2nc3ccccc3c(=O)n2CCc2ccccc2)cc1
    -0.54, -0.66, /
c1ccc(N(c2ccccc2)c2nc(N3CCCC3)nc(-n3ccnc3)n2)cc1
    -0.82, -2, /
Cc1cccc(CC(=O)NCCn2c(C)cc3ccccc32)c1
    /, /, -6
CN1C(=O)/C(=C/c2ccccc2OCc2ccccc2)NC1=S
    1.3, -0.7, -120
CCCCCC(=O)Nc1nc(C)c(-c2csc(Nc3ccccc3OCC)n2)s1
    -0.68, -0.57, -18
C=CC(=O)NCC1OCCc2ccccc21 (stereo not given)
    /, /, 42
O=C(CN(Cc1ccco1)C(=O)CCC(=O)Nc1nccs1)NCc1ccccc1
    -0.71, 0.14, 44
COc1ccc(C(=O)Nc2ccc(OCC(F)(F)C(F)F)c(C(F)(F)F)c2)cc1OC
    -0.44, -0.87, -38
O=c1cc(O)c2c(=O)[nH]c(=O)n(-c3ccccc3)c2[nH]1
    0.28, 0.48, /
O=C(COC(=O)c1ccccn1)Nc1nccs1
    0.29, 1.9, 6
Cc1cc(Cl)ccc1NC(=O)CSc1nnc(-c2ccncc2)n1Cc1ccco1
    -0.31, 0.16, -54
Cc1ccc(COc2ccsc2C(=O)O)cc1
    /, /, 27
Cc1c(C(=O)NC(C)C)oc2c1-c1[nH]ncc1CC2
    -0.6, -0.13, 0
CCOc1ccc(C(=O)Nc2ccc(-c3nc4ccccc4[nH]3)cc2)cc1[N+](=O)[O-]
    0.34, -0.03, /

Record cards, as listed above:
c1ccc(N(c2ccccc2)c2nc(N3CCCC3)nc(-n3ccnc3)n2)cc1 across the screens: sdo1 growth Rescue 24 h: -0.82; sdo1 growth: -2; Insulin prom inh: /
Cc1cccc(N=C/C(C(=O)C(F)(F)F)=C(\O)c2ccco2)c1 across the screens: sdo1 growth Rescue 24 h: -0.01; sdo1 growth: 0.32; Insulin prom inh: /

Remaining list, next part:
Screens in order: sdo1 growth Rescue 24 h, sdo1 growth, Insulin prom inh
O=C1CC(=O)N(CCc2ccc(F)cc2)C(=O)N1
    -0.65, 0.49, -29
O=C(N/N=C/c1cc([N+](=O)[O-])ccc1O)c1cc(-c2ccccc2)nc2ccccc12
    2, 1.5, /
CCOC(=O)c1sc(NC(=O)C(C)C)c(C#N)c1C
    /, /, 21
Nc1nc(SCC(=O)NNc2c(Cl)cc(Cl)cc2Cl)n[nH]1
    -0.64, -0.7, -23
COCCCNC(=O)CCCn1c(=O)c2ccccc2n(CC(=O)Nc2c(C)cc(C)cc2C)c1=O
    0.38, 0.84, -106
CC(Oc1ccc(Cl)cc1Cl)c1nc(-c2ccc(NC(=O)c3ccccn3)cc2)no1 (stereo not given)
    1.6, -0.13, -23
OC1(c2ccc(OC(F)F)cc2)CSC(=Nc2cccnc2)N1C1CC1 (stereo not given)
    -0.93, -1.9, -9
CCCn1nnnc1NC(=O)CSc1ccc(Cl)cc1
    1.4, 1.3, 65
COc1ccccc1Nc1nc(-c2sc(NC(=O)CC(C)C)nc2C)cs1
    -0.42, -1.3, -13
CC(=O)Nc1cc(C)nn1-c1nc(C)cc(C)n1
    /, /, 30
Cc1ccc2cc(/C=N/Nc3nc4ccccc4[nH]3)c(Cl)nc2c1
    -0.27, -0.43, /
Fc1ccc(-c2ccc(-c3nn4c(-c5ccco5)nnc4s3)o2)cc1
    -0.54, -1.6, -4
Cc1ccc(NC(=O)/C=C/c2cccs2)c([N+](=O)[O-])c1
    1.4, -0.07, -23
COc1cccc(C(=O)N(c2ccc(C)cc2)C2C=CS(=O)(=O)C2)c1 (stereo not given)
    /, /, -33
CCC(C)(C(=O)NC1CCCC1)N(Cc1cccs1)C(=O)c1ccccn1 (stereo not given)
    /, /, 13
Cc1ccc(NC(=O)CCNS(=O)(=O)c2cccc3nonc23)cc1
    -0.18, 0.23, /
N/C(COc1ncn(-c2ccccc2)n1)=N\S(=O)(=O)c1ccc(Cl)cc1Cl
    /, /, -71
CCC(CC)c1nnc(NC(=O)c2ccc(N3CCCC3=O)cc2)s1
    1.1, 1.1, 6
CCOC(=O)c1oc2ccccc2c1NC(=O)c1cccc(OC)c1
    -1.5, -1.8, -31
COc1ccc(-n2c(Cc3cccn3C)nnc2SCC(=O)Nc2cc(Cl)ccc2OC)cc1
    -0.62, -1.6, /
C=CCn1c(-c2cccs2)nc2ccccc21
    -0.46, -0.28, 80*
O=C(CN1C(=O)C2C3CCC(C3)C2C1=O)N1CCN(Cc2ccccc2)CC1 (stereo not given)
    /, /, -17
Cn1c(=O)c(C(=O)CN2CCOCC2)c(N)n(Cc2ccccc2)c1=O
    -0.89, -0.49, 20
COc1ccccc1C(=O)NCCNC(=O)c1ccco1
    1.3, 0.89, 8
O=C(COC(=O)c1cc(=O)[nH]c2ccccc12)Nc1nc(-c2cccc(Br)c2)cs1
    -0.07, -0.47, -30
O=C(CSc1ncn(-c2ccccc2)n1)Nc1ccc(Br)cn1
    -0.63, -0.85, 25
Cn1c(SCC(=O)n2c3c(c4ccccc42)CCCC3)nnc1-c1ccccc1
    -0.5, -1.7, 23
COc1ccc(C)c(S(=O)(=O)Nc2ccc(OCC(=O)O)cc2)c1
    -0.8, -0.25, /
Cc1cccn2cc(-c3ccc(F)cc3)nc12
    0.24, 1, /
CC(O)C(O)C(O)C(O)C1NCCS1 (stereo not given)
    0.11, 0.27, 61

(next part)
Screens in order: sdo1 growth Rescue 24 h, sdo1 growth, Insulin prom inh
O=[N+]([O-])c1ccc(N2CCN(c3ccc(Cl)nn3)CC2)c(Cl)c1
    -0.77, -2.3, 20
NC(=S)N/N=C\c1ccccc1OCc1ccccc1
    -0.74, -1.9, /
O=c1cc(-c2ccco2)oc2c1ccc1ccccc12
    0.96, 0.22, 0
CCOC(=O)c1ccc(N/C=C/C(=O)c2ccc(OC)c(OC)c2)cc1
    0, -0.06, -4
O=C(O)Cc1ccc(NC(=O)c2cccs2)cc1
    -0.36, -0.03, -19
CCc1ccc(NC(=O)COc2ccc(F)cc2C(=O)c2cnn(-c3ccccc3)c2)cc1
    -0.15, -0.53, /
CCOCCCNC(=O)CCSc1ccc(C)cc1
    -0.21, 0.12, 60
CCc1cc2c(SCC(=O)c3ccc(C)cc3)ncnc2s1
    -0.42, -0.13, -87
CCOC(=O)N1CCN(C(=O)CN(c2cccc(C)c2)S(=O)(=O)c2ccc(C)cc2)CC1
    -1.7, -0.82, -16
CC(=O)N(c1cccc(C)c1)C1SC(=O)N(c2ccccc2)C1=O (stereo not given)
    0.19, 0.14, 7
CN(Cc1nc(-c2ccccn2)no1)S(=O)(=O)c1ccc(Cl)cc1
    -0.18, -0.05, -26
COc1ccc(NS(=O)(=O)c2cccc(C(=O)N/N=C/c3cccs3)c2)cc1
    0.05, -0.03, 27
CC(=O)c1cc(C(=O)Nc2ccc(C(=O)O)cc2)oc1C
    0.17, 0.78, 4
COc1ccc(NC(=O)Cn2nc(Cc3cccnc3)c3ccccc3c2=O)cc1OC
    2.5, 1.9, /
Nn1c(SCc2ccccc2)nnc1-c1ccco1
    2, 0.88, /
CCOC(=O)C1=C(C)N(CC)C(=S)NC1c1ccc(Cl)cc1 (stereo not given)
    -1.5, -1.1, /
Cc1ccc(S(=O)(=O)N2CC=C(c3c(C)n(C)c4ccccc34)CC2)cc1
    0.37, -1.1, 0
CCOC(CNC(=O)c1cccn2c(=O)c3cc(Cl)ccc3nc12)OCC
    -0.47, -0.5, 27
COc1ccc(-c2cc3c(nn2)-c2ccccc2C3=O)cc1
    /, /, 14

Reformatted with each value named: 4 of the compounds above.
CCOCCCNC(=O)CCSc1ccc(C)cc1
- sdo1 growth Rescue 24 h = -0.21
- sdo1 growth = 0.12
- Insulin prom inh = 60
CCc1cc2c(SCC(=O)c3ccc(C)cc3)ncnc2s1
- sdo1 growth Rescue 24 h = -0.42
- sdo1 growth = -0.13
- Insulin prom inh = -87
CCOC(=O)N1CCN(C(=O)CN(c2cccc(C)c2)S(=O)(=O)c2ccc(C)cc2)CC1
- sdo1 growth Rescue 24 h = -1.7
- sdo1 growth = -0.82
- Insulin prom inh = -16
CC(=O)N(c1cccc(C)c1)C1SC(=O)N(c2ccccc2)C1=O (stereo not given)
- sdo1 growth Rescue 24 h = 0.19
- sdo1 growth = 0.14
- Insulin prom inh = 7

Individual results from the entries so far.
Insulin prom inh, COc1ccc(-c2cc3c(nn2)-c2ccccc2C3=O)cc1 is entered as 14
sdo1 growth, CCOCCCNC(=O)CCSc1ccc(C)cc1 is entered as 0.12
sdo1 growth Rescue 24 h, O=C(O)Cc1ccc(NC(=O)c2cccs2)cc1 is entered as -0.36
